Compound activity: PubChem BioAssay, Sanford-Burnham Center for Chemical Genomics
SENP7 inh – blocks the human protease SENP7; Q9BQF6; recombinant SENP7, Z-RLRGG-aminoluciferin luminescence, 40 min; inhibition, % at 5 µM; actives 1.5% (n = 330,000); AID 434973;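 active = inhibition above about 50% at the single test dose, limit read from the data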;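 note: plate controls were DMSO with enzyme for no effect and no enzyme buffer wells for full effect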
Target sequence (Q9BQF6 706-1050 limits assumed): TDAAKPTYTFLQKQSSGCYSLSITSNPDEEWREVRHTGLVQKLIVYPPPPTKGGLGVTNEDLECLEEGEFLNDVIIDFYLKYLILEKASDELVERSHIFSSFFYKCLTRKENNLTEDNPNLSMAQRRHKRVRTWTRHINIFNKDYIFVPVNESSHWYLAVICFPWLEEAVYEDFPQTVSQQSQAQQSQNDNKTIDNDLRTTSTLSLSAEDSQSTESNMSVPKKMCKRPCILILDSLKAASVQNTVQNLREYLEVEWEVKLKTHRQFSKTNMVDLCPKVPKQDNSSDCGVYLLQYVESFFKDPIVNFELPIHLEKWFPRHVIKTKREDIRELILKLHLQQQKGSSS
NR3A LBD binder – modulators (binders) of human NR3A ligand-binding domain. NR3A LBD differential scanning fluorimetry, Tm shift; 0% = protein alone, 100% = glycine-bound protein. Tm shift relative to glycine control, % at 25 µM. actives 2.5% (n = 340,000). AID 1259313;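 active = melting temperature shift of at least 10% of the positive control shift, at one fixed dose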
SENP6 block – SENP6 protease inhibition. actives 1.8% (n = 330,000). Q9GZR1. AID 2599. inhibition, % at 10 µM. Recombinant SENP6 catalytic domain, aminoluciferin luminescence;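 active = inhibition above about 50% at the single tested dose, limit read from the data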;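 note: plate controls were DMSO wells with enzyme for no effect and DMSO wells lacking enzyme for full effect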
SENP8 inh – SENP8 (human) protease inhibition. Q96LD8. recombinant SENP8, Nedd8 substrate fluorescence. inhibition, % at 20 µM. actives 0.64% (n = 360,000); in the data active = inhibition mostly above about 40%, no sharp cut-off; inactive = mostly below about 27%
Target sequence (Q96LD8 whole entry, looked up): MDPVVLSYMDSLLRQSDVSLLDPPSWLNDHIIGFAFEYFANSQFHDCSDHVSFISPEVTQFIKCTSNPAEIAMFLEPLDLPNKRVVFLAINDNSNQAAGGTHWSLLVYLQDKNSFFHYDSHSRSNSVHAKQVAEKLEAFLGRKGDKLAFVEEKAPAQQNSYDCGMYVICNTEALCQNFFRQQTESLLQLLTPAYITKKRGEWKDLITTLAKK
PfGluPho inh – PfG6PD (Plasmodium falciparum) enzyme inhibition. inhibition, % at 20 µM. PfGluPho enzyme, NADPH resazurin-diaphorase fluorescence. actives 0.78% (n = 350,000);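 active = inhibition reaching at least a set limit at 20 µM in the primary screen, cut at about 59% in these data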;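 note: 0% = DMSO wells with substrate and 100% = DMSO wells lacking glucose-6-phosphate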
MPTP inh – inhibitors of mitochondrial permeability transition pore; isolated mouse mitochondria, Ca2+ swelling absorbance, 30 min; inhibition, % at 10 µM; actives 1.4% (n = 360,000);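 active = inhibition of 50% or more, scaled per plate between neutral and stimulator controls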;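 note: 0% = DMSO wells given calcium and 100% = 1 mM EGTA wells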
HKDC1 inhibitor – HKDC1 (human) hexokinase inhibition; Q2TB90; recombinant HKDC1, G6PDH/diaphorase resazurin coupled fluorescence; inhibition, % at 20 µM; actives 0.16% (n = 340,000);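 active = inhibition above about 35% when tested at 20 µM, limit read from the data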;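 note: plate controls were DMSO wells with enzyme for no effect and DMSO wells lacking enzyme for full effect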
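test system = in-house recombinant HK5 (HKDC1) enzyme | amount = HKDC1 at 5 µg/mL | control set = DMSO-enzyme wells negative, buffer-substituted wells positive | compound = one dose of 20 µM, 1% DMSO | schedule = reaction time 90 min, room temperature, protected from light | technique = resorufin fluorescence at 613 nm | reagent = glucose with 1 mM ATP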
ATG4B inh – ATG4B (human) cysteine protease inhibition. inhibition, % at 8.33 µM. actives 0.51% (n = 340,000). Q9Y4P1. ATG4B cleavage of LC3-PLA2, NBD-HPC fluorescence, 1 h. AID 504462; in the data active = inhibition above about 40%
* = called active by the depositor; · = no result given. Random draw from the library. About 6.9% of those tested had a hit in this group.

smiles | NR3A LBD binder | SENP8 inh | HKDC1 inhibitor | PfGluPho inh | SENP7 inh | ATG4B inh | MPTP inh | SENP6 block
O=c1[nH]c(Nc2ccccc2)cc2cc(Br)ccc12 | -14 | -174 | 8 | 5 | 94* | 36 | 14 | 96*
COc1ccc(OC)c(NC(=O)CN2C(=O)c3ccccc3S2(=O)=O)c1 | 0 | 21 | -5 | 9 | -7 | 5 | 0.1 | -12
CC(C)Cn1c(CN(C)Cc2ccccc2)nc2c1c(=O)n(C)c(=O)n2C | 3 | 13 | -7 | 6 | -4 | -3 | 1.1 | 2
Cc1c(N(C(=O)Nc2ccccc2)C2=NCC(C)S2)c(=O)n(-c2ccccc2)n1C (centres undefined) | 0 | 14 | 4 | 1 | 3 | 1 | -2.3 | -7
COc1ccc(C(=O)NNC2=C(C(=O)C(F)(F)F)CCC2)cc1 | 0 | 24 | -18 | -16 | 3 | 4 | 49 | -8
CCc1nnc(NC(=O)C23CC4CC(CC(C4)C2)C3)s1 | -6 | 8 | -2 | -3 | -9 | -10 | -0.8 | -14
N#CC1(Nc2cccc(Br)c2)C(=O)Nc2ccccc21 (centres undefined) | -1 | 7 | 7 | 22 | -8 | -7 | 17 | 1
CCc1nnc(NC(=O)CSc2nc3cccnc3n2Cc2ccccc2)s1 | 1 | -22 | -1 | -17 | -6 | -10 | 6.1 | -10
Cc1ccc(NC(=O)CNC(=O)c2ccc(OC(F)F)cc2)cc1S(=O)(=O)N1CCCCCC1 | 12* | 5 | 2 | -9 | · | -43 | 1.1 | ·
CCCc1nc(N2CCN(S(=O)(=O)c3ccc(Cl)cc3)CC2)c2c(C)c(C)sc2n1 | -2 | 8 | 2 | -6 | -7 | 8 | 0.3 | 5
COCCNC(=S)NC12CC3CC(CC(C3)C1)C2 | -3 | 2 | -3 | -7 | -4 | -13 | -2.4 | -19
O=C(NC1CC1)C1CCN(C2CCN(C(=O)/C=C/c3ccc(F)cc3)CC2)CC1 | -2 | 14 | 10 | -24 | 7 | 1 | 1.9 | 3
Cc1ccc(N2CC(C(=O)N3CCC(C(=O)NCCCOC(C)C)CC3)CC2=O)cc1 (centres undefined) | 0 | 3 | -3 | 4 | 10 | -5 | -2.2 | -8
COc1ccc(C(CC(=O)N2CCCC2)c2c(O)cc(OC)cc2OC)cc1 (centres undefined) | -3 | 1 | -5 | -4 | 6 | -16 | -0.4 | -3
COc1ccc(/C=C/C(=O)N2CCN(c3ccccn3)CC2)cc1 | 1 | 1 | -5 | 6 | 3 | -1 | -0.9 | -22

Shown with values under each structure: 14 of the compounds above.
Values run as follows: NR3A LBD binder | SENP8 inh | HKDC1 inhibitor | PfGluPho inh | SENP7 inh | ATG4B inh | MPTP inh | SENP6 block
- COc1ccc(OC)c(NC(=O)CN2C(=O)c3ccccc3S2(=O)=O)c1
  0 | 21 | -5 | 9 | -7 | 5 | 0.1 | -12
- CC(C)Cn1c(CN(C)Cc2ccccc2)nc2c1c(=O)n(C)c(=O)n2C
  3 | 13 | -7 | 6 | -4 | -3 | 1.1 | 2
- Cc1c(N(C(=O)Nc2ccccc2)C2=NCC(C)S2)c(=O)n(-c2ccccc2)n1C (centres undefined)
  0 | 14 | 4 | 1 | 3 | 1 | -2.3 | -7
- COc1ccc(C(=O)NNC2=C(C(=O)C(F)(F)F)CCC2)cc1
  0 | 24 | -18 | -16 | 3 | 4 | 49 | -8
- CCc1nnc(NC(=O)C23CC4CC(CC(C4)C2)C3)s1
  -6 | 8 | -2 | -3 | -9 | -10 | -0.8 | -14
- N#CC1(Nc2cccc(Br)c2)C(=O)Nc2ccccc21 (centres undefined)
  -1 | 7 | 7 | 22 | -8 | -7 | 17 | 1
- CCc1nnc(NC(=O)CSc2nc3cccnc3n2Cc2ccccc2)s1
  1 | -22 | -1 | -17 | -6 | -10 | 6.1 | -10
- Cc1ccc(NC(=O)CNC(=O)c2ccc(OC(F)F)cc2)cc1S(=O)(=O)N1CCCCCC1
  12* | 5 | 2 | -9 | · | -43 | 1.1 | ·
- CCCc1nc(N2CCN(S(=O)(=O)c3ccc(Cl)cc3)CC2)c2c(C)c(C)sc2n1
  -2 | 8 | 2 | -6 | -7 | 8 | 0.3 | 5
- COCCNC(=S)NC12CC3CC(CC(C3)C1)C2
  -3 | 2 | -3 | -7 | -4 | -13 | -2.4 | -19
- O=C(NC1CC1)C1CCN(C2CCN(C(=O)/C=C/c3ccc(F)cc3)CC2)CC1
  -2 | 14 | 10 | -24 | 7 | 1 | 1.9 | 3
- Cc1ccc(N2CC(C(=O)N3CCC(C(=O)NCCCOC(C)C)CC3)CC2=O)cc1 (centres undefined)
  0 | 3 | -3 | 4 | 10 | -5 | -2.2 | -8
- COc1ccc(C(CC(=O)N2CCCC2)c2c(O)cc(OC)cc2OC)cc1 (centres undefined)
  -3 | 1 | -5 | -4 | 6 | -16 | -0.4 | -3
- COc1ccc(/C=C/C(=O)N2CCN(c3ccccn3)CC2)cc1
  1 | 1 | -5 | 6 | 3 | -1 | -0.9 | -22

New compounds follow:
smiles | NR3A LBD binder | SENP8 inh | HKDC1 inhibitor | PfGluPho inh | SENP7 inh | ATG4B inh | MPTP inh | SENP6 block
CCN(CC)CCNC(=O)CCc1n[nH]c(=O)c2ccccc12 | -1 | 9 | 1 | -9 | -4 | -8 | -0.7 | -5
CC(Oc1ccc2ccccc2c1)C(=O)NNC(=S)NC(=O)c1ccco1 (centres undefined) | -14 | 33 | -12 | -27 | -4 | 5 | 10 | -8
Cc1[nH][nH]c(=O)c1C(c1ccc(-c2ccc(Cl)c(Cl)c2)o1)c1c(C)[nH][nH]c1=O | -5 | 74* | 15 | 46 | -4 | 17 | -0.8 | 24
Cc1nnc(NC(=O)Oc2ccccc2)s1 | -2 | 15 | 5 | -10 | 3 | 2 | 0.4 | -3
Cc1cc(/C([O-])=C(/C(=S)Nc2ccc(F)cc2)[n+]2ccccc2)c(C)n1-c1ccc(F)cc1 | 0 | 8 | -5 | 18 | 0 | -8 | -0.8 | 42
O=C(O)c1cc(N2C(=O)C3C4C=CC(C4)C3C2=O)ccc1N1CCOCC1 (centres undefined) | -1 | 12 | -5 | 1 | 4 | -1 | -1.4 | 0
CCc1cc2ccc(OC)cc2nc1SCC(=O)Nc1cc(C)on1 | 0 | 3 | -4 | 0 | 0 | 0 | -1.1 | -5
CC1C2CC(C(S(=O)(=O)N3CCOCC3)C2=O)C1(C)C (centres undefined) | -1 | 13 | -4 | -6 | 6 | -3 | -1.6 | -7
NC(=O)C1CCN(c2cc(N3CCOCC3)ccc2[N+](=O)[O-])CC1 | 1 | 19 | 0 | -7 | 6 | -1 | -0.3 | -8
Cc1ccc(/C=C/C(=O)c2ccccc(=O)c2O)c(C)c1 | -10 | 16 | 10 | 22 | -2 | -2 | 4.4 | 2
